PfHsp40 yeast = compounds rescuing yeast from Plasmodium falciparum HSP40 toxicity. S. cerevisiae expressing PfHsp40, growth rescue, ATP luminescence. growth rescue, % at 12.5 µM. 340,000 tested, 0.68% active. AID 504582; in the data active = growth rescue above about 28%, passing the limit was not always enough; inconclusive = no clear call, values can overlap the other calls;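 also: yeast W303a lacking pdr1 and pdr3 grown in galactose medium; growth measured after three days at 30 °C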
UGM FP inh = inhibitors of M. tuberculosis UDP-galactopyranose mutase; P9WIQ1; purified UGM, fluorescence polarization probe displacement; inhibition, % at 10 µM; 320,000 tested, 0.06% active; AID 504406; in the data active = inhibition above about 10%, passing the limit was not always enough; inconclusive = no clear call, values can overlap the other calls
Target sequence (P9WIQ1 whole entry, looked up): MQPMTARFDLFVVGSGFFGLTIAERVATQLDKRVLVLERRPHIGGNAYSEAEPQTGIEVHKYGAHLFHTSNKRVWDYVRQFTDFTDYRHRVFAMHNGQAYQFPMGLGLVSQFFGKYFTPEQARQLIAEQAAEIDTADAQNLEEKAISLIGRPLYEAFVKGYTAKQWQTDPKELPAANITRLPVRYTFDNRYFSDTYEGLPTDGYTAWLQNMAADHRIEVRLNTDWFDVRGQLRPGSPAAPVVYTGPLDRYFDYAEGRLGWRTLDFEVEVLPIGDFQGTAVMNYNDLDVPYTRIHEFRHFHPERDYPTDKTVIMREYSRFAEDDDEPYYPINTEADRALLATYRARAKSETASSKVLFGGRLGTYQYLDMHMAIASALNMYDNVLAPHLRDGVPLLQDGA
Mtb FBA inh = inhibitors of M. tuberculosis fructose-bisphosphate aldolase; inhibition, % at 1 µM; P9WQA3; purified M. tuberculosis FBA, fluorescence read-out; 360,000 tested, 2.3% active; AID 588726; in the data active = inhibition above about 27%;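 also: 0% = vehicle and 100% = reference inhibitor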
Target sequence (P9WQA3 whole entry, looked up): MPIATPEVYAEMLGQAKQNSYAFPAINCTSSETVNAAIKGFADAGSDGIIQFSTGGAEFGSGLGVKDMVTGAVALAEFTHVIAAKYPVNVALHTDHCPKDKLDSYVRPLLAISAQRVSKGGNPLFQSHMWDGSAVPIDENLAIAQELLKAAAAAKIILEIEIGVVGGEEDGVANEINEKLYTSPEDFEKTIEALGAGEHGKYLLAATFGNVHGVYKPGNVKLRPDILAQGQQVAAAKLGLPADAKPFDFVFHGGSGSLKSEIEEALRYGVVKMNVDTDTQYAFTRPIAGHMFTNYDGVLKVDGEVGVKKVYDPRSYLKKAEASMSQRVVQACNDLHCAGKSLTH
FadD28 FP inh = blocks FadD28 binding to the bisubstrate probe. inhibition, % at 12.5 µM. fluorescence polarization. AID 588549. 360,000 tested, 0.22% active; in the data active = inhibition above about 8.5%, passing the limit was not always enough; inconclusive = no clear call, values can overlap the other calls
GDH-TPI counter = counter-screen for M. tuberculosis FBA inhibitors: GDH-TPI coupled enzymes; GDH-TPI coupled enzyme counterscreen, NADH absorbance; inhibition, % at 4.8 µM; 360,000 tested, 1.2% active; AID 588335; in the data active = inhibition above about 30%;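 also: 0% = DMSO wells and 100% = wells lacking the enzyme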
BoNT-F LC inh = blocks Botulinum neurotoxin F light chain protease; Multiplex microsphere protease cleavage assay, flow cytometry; inhibition, % at 10 µM; 360,000 tested, 0.22% active; AID 588497; in the data active = inhibition above about 35%, passing the limit was not always enough; inconclusive = no clear call, values can overlap the other calls; also: plate controls were buffer without enzyme for full effect and enzyme alone for no effect
BioA inh = blocks M. tuberculosis BioA enzyme activity; AID 602481; inhibition, % at 9.99 µM; purified M. tuberculosis BioA enzyme, plate reader; 360,000 tested, 0.096% active; in the data active = inhibition above about 40%; inconclusive = no clear call, values can overlap the other calls
BoNT A protease = BoNT A light chain protease inhibition; inhibition, % at 10 µM; multiplex microsphere protease substrate cleavage, flow cytometry; 360,000 tested, 0.17% active; also: plate controls were buffer without enzyme for full effect and enzyme alone for no effect
Anthrax LF prot = blocks Bacillus anthracis lethal factor protease; P15917; multiplex microsphere protease cleavage assay, LF; inhibition, % at 10 µM; 360,000 tested, 0.12% active; AID 588501; also: plate controls were buffer without enzyme for full effect and enzyme alone for no effect
The depositor's hits bear a star; ? = inconclusive; . = not tested or not shown; + = active, no number; & = joins results of further samples. Rule as the data show it, unless noted: active = inhibition above about 30%; inconclusive = no clear call, values can overlap the other calls; inactive = below that.

SMILES	PfHsp40 yeast	UGM FP inh	Mtb FBA inh	FadD28 FP inh	GDH-TPI counter	BoNT-F LC inh	BioA inh	BoNT A protease	Anthrax LF prot
Cc1cccc(NC(=S)N/N=C(\c2ccccc2)C(C)C)c1	-0.4	-0.1	3	0.2	3	9	.	0.1	4
COc1cc(OC)cc(C(=O)N2CCN(C(=O)Cc3ccccc3)CC2)c1	-1.0	-2.8	2	-1.6	1	-9	1.7	-1.5	-5
COC(=O)CSCc1nc2ccccc2[nH]c1=O	-1.5	-4.9	7	-1.6	24	4	0.0	8.7	10
COc1ccc(-n2c(C)nc(=O)c(-c3ccccc3)c2C)cc1	1.7	-1.3	6	0.2	2	15	15	1.5	0
COc1ccc(CCN(C)C(=S)Nc2ccc(SC(F)F)cc2)cc1OC	0.9	0.1	0	0.5	9	1	.	2.3	8
COCCN(CC(=O)NCC1CCCO1)C(=O)CCC(=O)Nc1cc(C)ccn1 (stereo unspecified)	6.0	1.3	-3	-1.1	11	1	-1.5	1.9	4
c1ccc(-c2n[nH]c(-c3ccccn3)n2)cc1	-0.7	-1.8	0	-1.8	7	1	-2.5	-0.8	-1
COCCNC(=O)c1sc2nc(-c3ccccc3)cn2c1C	0.4	1.7	2	-0.9	3	3	.	0.1	23
CC(=O)c1cccc(-c2ccnc3c2CC(C(=O)Nc2ccccc2)O3)c1 (stereo unspecified)	.	.	1	-0.2	7	4	4.3	-0.8	-6
COc1ccc2c(c1)c(C(=O)O)c(C)n2-c1ccc(Cl)cc1	-0.9	-1.3	3	3.4	-1	3	-1.2	-3.4	1
CCOC(=O)C1=C(C)N(c2ccc(C)c(C)c2)C(=O)/C1=C\c1ccco1	-0.9	-2.4	0	-3.4	10	-9	-0.3	-1.5	-7
C[C@H](CO)N1C[C@H](C)[C@@H](CN(C)C(=O)Nc2ccccc2)Oc2c(NC(=O)C3CCCCC3)cccc2C1=O	-0.4	0.1	-1	-1.9	0	1	-1.8&-0.6	-0.1	10
Cn1ncnc1SCc1cn2cccnc2n1	0.5	-3.2	130*	-0.8	8	-2	.	-1.5	0
CC(=O)c1cccc(NC(=O)NC2CCCCCCC2)c1	-0.9	2.2	2	15*	7	0	-1.0	1.0	-1
Cc1cc(F)ccc1NCc1ccc([N+](=O)[O-])cc1	-0.1	0.5	-2	-1.7	1	-7	.	-0.6	-3
CCc1nnc(NC(=O)NC(C)(C)C)s1	0.1	2.1	0	0.9	2	9	-2.8	-0.1	4
CN1CCN(c2ccc(S(=O)(=O)N3CCCCC3)cc2NC(=O)c2ccc(C#N)cc2)CC1	-1.5	-0.6	-5	-4.1	14	1	.	0.4	-1
C=C(C)CNC(=S)N/N=C/c1ccco1	-0.8	-1.1	-3	-0.4	28	-1	-1.1	-1.0	4
Nc1cc(C(F)(F)F)cc2c1SCC(=O)N2	-0.9	-2.6	6	-0.4	13	-12	-6.3	-2.1	0
CCOC(=O)C1CCN(C(=O)COc2ccc(Cl)cc2Cl)CC1	1.3	1.9	6	-1.8	-7	-7	.	-0.1	-4
CCOC(=O)Cn1nc(C)c(NC(=O)CCc2ccccc2)c1C	0.5	2.4	-3	0.1	4	1	.	0.8	1
CCCS(=O)(=O)Nc1c(C(=O)O)[nH]c2ccccc12	-0.8	-1.3	39*	1.5	3	-4	-2.1	-0.1	-7
CC(C)C1Nc2c(C(=O)O)cccc2C(Nc2ccccc2C(=O)O)C1(C)C (stereo unspecified)	-1.0	4.0	107*	-0.7	19	2	1.4	0.4	3
COc1ccc(NC(=O)CC2C(=O)N(c3ccc(OC)cc3)C(=O)N2CCN2CCN(C)CC2)cc1 (stereo unspecified)	-1.4	1.2	2	-3.1	15	3	.	-0.1	-2
O=C(Nc1ccccc1C(F)(F)F)c1cc(-c2cccc(O)c2)on1	2.1	0.6	-3	0.0	16	0	.	0.3	1
(list continues)
SMILES	PfHsp40 yeast	UGM FP inh	Mtb FBA inh	FadD28 FP inh	GDH-TPI counter	BoNT-F LC inh	BioA inh	BoNT A protease	Anthrax LF prot
COC(=O)c1[nH]c2cc(C)ccc2c1NC(=O)CN1CCCc2ccccc21	8.8	-1.6	2	0.0	5	-35	-2.5	0.3	-8
CC(NC(=O)c1ccc(S(=O)(=O)NCc2ccco2)cc1)c1ccc(F)cc1 (stereo unspecified)	0.7	1.3	2	-1.8	-3	4	.	2.4	-2
CC(=O)c1ccc(OC2(C)CCN(Cc3cc4ccccc4[nH]3)C2)cc1 (stereo unspecified)	.	.	-1	-6.0	-17	6	6.8	0.1	0
O=C(c1cccc(-n2cnnn2)c1)N1CCOCC1	0.3	0.0	-2	-1.4	7	-5	-2.4	-0.8	-1
Cc1cccc(CS(=O)(=O)c2ncc(Cl)c(C(=O)NCc3ccc4c(c3)OCO4)n2)c1	21	1.4	1	-3.4	11	3	0.0	0.1	2
O=C(O)c1cccc(S(=O)(=O)N2Cc3ccccc3C2)c1	-0.5	-1.2	-2	0.2	-5	-10	.	0.1	-4
N#Cc1ccccc1CN1C(=O)S/C(=C/c2cccn2-c2cccc(C(=O)O)c2)C1=O	0.6	-1.9	-5	-19	5	-6	.	-0.1	1
O=C(N/C=C\n1cnc2cc(C(F)(F)F)ccc21)c1ccc([N+](=O)[O-])cc1	1.4	0.3	2	-2.3	0	-11	2.0	-0.8	4
O=C(CN1C(=O)NC2(CCCC2)C1=O)OCCOc1ccc(Cl)cc1Cl	0.6	.	-4	1.2	-7	-3	1.6	-0.7	-4
CC(OC(=O)c1ccc(Cl)c(S(=O)(=O)N2CCc3ccccc32)c1)C(=O)Nc1ncc(Cl)cc1Cl (stereo unspecified)	1.1	-0.8	64*	-0.5	3	-2	-5.1	0.3	-3
S=C(Nc1ccc(Br)cc1)N1CCN(C2CCCCC2)CC1	0.4	-2.6	4	-1.8	10	-3	-1.2	-0.4	-1
Cc1[nH]n(-c2ccccc2)c(=O)c1/C=C1\C=NN=C1c1ccccc1	0.8	1.3	-3	-0.5	12	?	.	2.3	2
O=C(Cc1ccccc1)NCC(=O)N1CCC2(CC1)NCCc1[nH]cnc12	-1.9	1.0	0	-2.2	1	5	0.3	0.4	-1
O=C(Nc1cc(S(=O)(=O)N2CCOCC2)ccc1N1CCCC1)c1ccc2c(c1)S(=O)(=O)c1ccccc1C2=O	1.0	-0.9	2	-2.7	-2	-4	.	-0.1	0
Cc1ccsc1C(=O)Nc1ccc(O)c(-c2nc3ccccc3s2)c1	-0.9	-0.6	-3	-3.8	0	-6	.	0.3	-3
CC(C)(C)C1CCc2c(sc3nc(SCC(=O)O)nc(N)c23)C1 (stereo unspecified)	2.2	-0.1	3	1.4	-4	1	7.6	0.3	0
O=C(CSc1nc2ccccc2s1)Nn1cnnc1	0.0	4.7	0	-1.4	9	-6	0.0	0.6	-7
CCN(C(=O)COC(=O)Cn1c(=O)oc2ccccc21)c1c(N)n(Cc2ccccc2)c(=O)[nH]c1=O	-1.5	.	0	-3.3	3	7	-1.2	5.6	?
CCc1ccc2c(c1)/C(=C/C(=O)c1cccs1)C(=O)N2	1.2	-0.8	0	0.0	23	-3	-0.7	-0.1	-9
COC(=O)CCSCc1cn2cc(Cl)ccc2n1	0.8	1.0	5	-3.0	0	3	1.9	-0.1	0
CC(=O)Nc1ccc(NC(=O)COC(=O)C2(c3ccc(Cl)cc3)CCCC2)cc1	1.3	0.0	-1	-5.9	1	-9	.	-0.4	0
COc1ccc(C)cc1NC(=O)NC1CC(=O)N(c2ccc3c(c2)OCCO3)C1 (stereo unspecified)	.	.	1	-0.6	5	0	1.1	-0.2	-3
CCCCN1C2CCCC1CC(NC(=O)c1cccc(Cl)c1)C2 (stereo unspecified)	-0.6	-2.9	2	-0.3	10	1	-6.3	-0.6	12
CCn1nnc2cc(C(=O)Nc3cc(OC)cc(OC)c3)ccc21	-0.5	-3.3	-1	-4.1	12	1	8.8	6.8	-3
CCN(CC)C(=O)C1CCCN(Cc2sccc2C)C1 (stereo unspecified)	-1.7	-0.7	-2	-0.1	5	2	-0.3	0.5	-7

Fetched by structure from above, 4 records:
SMILES	PfHsp40 yeast	UGM FP inh	Mtb FBA inh	FadD28 FP inh	GDH-TPI counter	BoNT-F LC inh	BioA inh	BoNT A protease	Anthrax LF prot
CC(OC(=O)c1ccc(Cl)c(S(=O)(=O)N2CCc3ccccc32)c1)C(=O)Nc1ncc(Cl)cc1Cl (stereo unspecified)	1.1	-0.8	64*	-0.5	3	-2	-5.1	0.3	-3
O=C(Nc1cc(S(=O)(=O)N2CCOCC2)ccc1N1CCCC1)c1ccc2c(c1)S(=O)(=O)c1ccccc1C2=O	1.0	-0.9	2	-2.7	-2	-4	.	-0.1	0
CCN(C(=O)COC(=O)Cn1c(=O)oc2ccccc21)c1c(N)n(Cc2ccccc2)c(=O)[nH]c1=O	-1.5	.	0	-3.3	3	7	-1.2	5.6	?
COC(=O)c1[nH]c2cc(C)ccc2c1NC(=O)CN1CCCc2ccccc21	8.8	-1.6	2	0.0	5	-35	-2.5	0.3	-8

More results
SMILES	PfHsp40 yeast	UGM FP inh	Mtb FBA inh	FadD28 FP inh	GDH-TPI counter	BoNT-F LC inh	BioA inh	BoNT A protease	Anthrax LF prot
CN1CCN(S(=O)(=O)c2ccc(Br)c3nsnc23)CC1	-1.1	0.0	-3	1.1	16	8	-1.7	7.2	-16
CCN(CC)c1ccc2c(C)c(Cl)c(=O)oc2c1	6.9	-4.1	67*	-1.0	5	-1	.	1.6	-2
Cc1cc(C)cc(NC(=O)C2C3C=CC4(O3)C2C(=O)N(CCCN2CCCC2)C4C(=O)NC2CCCC(C)C2C)c1 (stereo unspecified)	0.4	-4.2	2	-2.8	3	-12	0.1	-2.0	-1
CCC[n+]1c(C)sc2c(OC)ccc(OC)c21	-0.6	-4.2	-1	1.0	1	-5	-0.8	5.7	6
Cc1cc(=O)n(CC(=O)NC2CC2)c2c1c(C)nn2-c1ccccc1	-0.3	0.0	7	-0.3	3	3	-3.4	-0.5	5
Cc1nc2c(C)cccn2c(=O)c1NC(=O)c1ccc(Br)o1	-0.9	-1.8	2	0.9	33*	.	.	.	.
OC(COC(c1ccc(F)cc1)c1ccc(F)cc1)CN1CCc2ccccc2C1 (stereo unspecified)	-0.1	0.8	2	-5.9	4	5	-0.1	0.4	0
Cc1c(NC(=O)COC(=O)/C=C/c2cccc(Br)c2)c(=O)n(-c2ccccc2)n1C	1.7	4.7	2	-2.5	2	1	-1.6	-0.4	-1
Cc1cccc(-c2cccc3nccn23)c1	.	.	+	-3.7	8	-2	1.1	-0.5	-5
Cc1ccc(S(=O)(=O)N2CCN(C(=S)NCC3CCCO3)CC2)cc1 (stereo unspecified)	-0.9	0.2	1	-0.7	4	24	-1.0	3.0	5
COC(=O)C1=C(c2ccc(OC)c(OC)c2)C[C@@H]2CC[C@H]1N2C(=O)NC1Cc2ccccc2C1	-0.5	1.4	0	-0.7	3	-9	-1.6	0.3	0
CC(C)C[C@H](NC(=O)N1CC(=O)Nc2ccccc21)C(=O)N[C@H](Cc1c[nH]c2ccccc12)C(=O)O	1.4	1.6	0	-1.9	6	2	-0.7	0.1	-2
CC(C)OCCCNC(=O)CN1C(=O)c2cccc3cccc1c23	-0.3	-1.9	1	-1.6	25	6	-0.3	-3.7	-6
c1ccc(-c2cnn3c(-c4ccccc4)c(-c4ccccc4)nc3n2)cc1	-2.3	.	-3	?	3	21	.	37*	21
CCC(C)(c1ccc(C(=O)OC)s1)c1ccc(C(=O)OC)s1	1.1	2.6	-1	-6.6	10	-3	2.2	0.4	1
CCCc1ccc(OCC(O)CN2CCN(C(=O)OCC)CC2)cc1 (stereo unspecified)	-1.8	0.7	-1	0.5	10	-9	0.6	-2.9	0
O=c1c2c(-c3ccc([N+](=O)[O-])cc3)csc2nc2n1CCC2	-0.7	-1.3	0	-0.7	10	-4	-0.5	-1.1	-6
CN(C)/C=N/NC(=O)C1Cc2c(ccc3ccccc23)O1 (stereo unspecified)	-1.4	-2.3	0	-4.0	6	-20	-0.3	-0.8	1
CCCCC(=O)Nc1nnc(S(=O)(=O)N2CCCCCC2)s1	0.5	0.5	2	-2.9	0	-4	-0.6	0.1	0
c1ccc2c(c1)CSc1sccc1C2=C1CCNCC1	-1.2	-0.1	5	-1.5	3	-5	.	-0.7	0

Source: PubChem BioAssay
